EPAC2 agonist: agonists of human EPAC2 (RAPGEF4) | Q8WZA2 | EPAC2 activation, biochemical qHTS; response scale: 100% = 6.5 mM cAMP response | 0.079% of 360,000 active | Potency, µM (top dose mostly 154 µM), inactives show top-dose activation, usual class: activators; note: potency is the fitted concentration of half-maximal effect; nearly all actives have a fitted effect of over 50% in size
Target sequence (Q8WZA2 whole entry, looked up): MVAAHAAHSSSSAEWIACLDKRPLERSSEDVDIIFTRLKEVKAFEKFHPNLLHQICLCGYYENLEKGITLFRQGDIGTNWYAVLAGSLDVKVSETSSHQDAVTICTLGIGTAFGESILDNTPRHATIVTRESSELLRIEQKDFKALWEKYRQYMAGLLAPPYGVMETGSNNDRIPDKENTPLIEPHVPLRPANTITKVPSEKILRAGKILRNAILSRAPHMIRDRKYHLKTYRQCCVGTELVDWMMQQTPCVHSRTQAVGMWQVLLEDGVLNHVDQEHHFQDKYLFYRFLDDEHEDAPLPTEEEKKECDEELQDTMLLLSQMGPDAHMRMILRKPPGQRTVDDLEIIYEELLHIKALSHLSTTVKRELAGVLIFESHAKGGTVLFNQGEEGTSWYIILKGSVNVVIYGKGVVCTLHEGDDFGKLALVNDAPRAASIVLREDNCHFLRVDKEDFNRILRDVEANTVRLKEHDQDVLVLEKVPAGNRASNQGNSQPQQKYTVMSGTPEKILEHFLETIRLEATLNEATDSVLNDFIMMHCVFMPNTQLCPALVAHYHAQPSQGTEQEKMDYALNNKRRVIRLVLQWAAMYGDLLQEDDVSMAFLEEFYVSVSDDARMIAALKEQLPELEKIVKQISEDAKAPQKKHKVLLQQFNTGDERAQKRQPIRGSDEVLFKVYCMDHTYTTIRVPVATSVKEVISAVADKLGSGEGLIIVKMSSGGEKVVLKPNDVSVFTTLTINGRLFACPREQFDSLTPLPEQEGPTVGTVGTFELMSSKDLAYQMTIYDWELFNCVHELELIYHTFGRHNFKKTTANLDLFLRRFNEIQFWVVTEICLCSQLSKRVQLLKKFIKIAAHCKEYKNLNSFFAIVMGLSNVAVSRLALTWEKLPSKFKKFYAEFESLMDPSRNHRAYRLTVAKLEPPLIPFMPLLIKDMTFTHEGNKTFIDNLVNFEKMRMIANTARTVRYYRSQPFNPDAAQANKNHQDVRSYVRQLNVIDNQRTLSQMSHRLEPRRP
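Each well held 100 nM EPAC2, 250 nM RAP1B-BODIPY-GDP and 50 uM GDP. Fluorescence, read at 5-min intervals to 30 min, was referenced to a 6.5 mM cAMP positive control.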
ATXN viability: cell viability loss in ATXN counter-screen | S2 cells (HEK-293 line with an ATXN2-luciferase reporter) viability, CellTiter-Fluor protease fluorescence, 24 h | Potency, µM (titrated, usually from 56.7 µM), hits mostly cytotoxic | 0.49% of 400,000 active; note: potency is the fitted concentration of half-maximal effect; nearly all actives have a fitted effect of over 40% in size
TGFb inhibitor: inhibitors of TGF-b signaling; HepG2 CAGA-GFP TGF-b/SMAD3 reporter, GFP fluorescence, 18 h; TGF-beta stimulated, 500 pg/mL final; Potency, µM (titrated, usually from 46.1 µM), inactives show top-dose activity, negative = inhibition, usual class: inhibitors; 1.2% of 410,000 active; AID 588855; note: potency is the fitted concentration of half-maximal effect; % is set by controls: 0 for no effect and ±100 for the full control effect; nearly all actives have a fitted effect of over 65% in size
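Per well, imaged GFP fluorescence of HEPG2 CAGA-GFP cells gives the signal; cells get compound, then TGF-beta (500 pg/mL final), 18 h at 37 degrees C; %Activity versus -TGF-beta and +DMSO controls.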
IL2 activator: activates IL-2 in a cell-based reporter assay. 0.065% of 360,000 active. activation, % (series mostly up to about 46 µM). AID 652025. IL-2 activation reporter assay, cell-based qHTS; stimulated with anti-CD3/CD4/CD28 beads; in transgenic mouse T cells; in the data active = activation above about 50%; inconclusive = mostly about 30% to 49%; note: 0% is about no effect
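Unstimulated transgenic mouse T cells; 60-min compound exposure; bead-based TCR/CD4/CD28 stimulation; 18 h culture, 37 degrees C; dual fluorescence (EGFP, DsRed) plate cytometry.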
Nrf2 activator: Nrf2 pathway activation. AREc32 ARE-luciferase reporter (MCF7-derived line), luminescence, 24 h. Potency, µM (highest dose often 46.1 µM), inactives show at the highest dose activation, usual class: activators. 0.31% of 410,000 active. AID 624171; note: potency is the fitted concentration of half-maximal effect; % of control where 0% means no effect; nearly all actives have a fitted effect of over 65% in size
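Reporter line AREc32 (ARE-Fluc), seeded overnight in OPTI-MEM with 5% FBS; compound pin-transferred, 24 hr at 37 deg C, 5% CO2; luminescent read-out.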
Nrf2 block: inhibitors of Nrf2 signaling | A549 ARE-Fluc reporter, luciferase luminescence, 18-24 h | Potency, µM (titrated, usually from 46 µM), for inactives: top-dose activity change, negative = inhibition, actives largely listed as inhibitors | 2.1% of 360,000 active; note: potency is the fitted concentration of half-maximal effect; % is set by controls: 0 for no effect and ±100 for the full control effect; nearly all actives have a fitted effect of over 60% in size
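Two sequential reads on A549 ARE_Fluc cells exposed to compound for 18-24 h: a CellTiter-Fluor fluorescence read for viability, then a luciferase luminescence read for Nrf2/ARE activity.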
HepG2 tox: HepG2 cytotoxicity, counter-screen for TGF-b inhibitors. HepG2 CAGA-GFP viability, ATP luminescence, 18 h. Potency, µM (top dose mostly 46.1 µM), without a hit: at the top dose activity change, negative = cytotoxicity, hits mostly cytotoxic. 0.76% of 410,000 active; note: potency is the fitted concentration of half-maximal effect; some results filed as inactive show a strong effect at the top dose
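CellTiter-Glo luminescence gave cytotoxicity after 18 hours at 37 degrees C. The cells were HepG2 CAGA-GFP in 1% FBS DMEM, stimulated with 500 pg/mL TGF-beta after compound addition. %Activity was normalised to no-cell wells (complete cell-killing) and DMSO (no toxicity), and curves were fitted and classified.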
A549 viability: kills or reduces viability of A549 cells in Nrf2 counter-screen | A549 ARE-Fluc cells, CellTiter-Fluor viability, 18-24 h | Potency, µM (series often up to 46 µM), for inactives: at the top dose activity change, negative = cytotoxicity, most hits filed as inhibitors | 0.16% of 390,000 active | AID 504648; note: potency is the fitted concentration of half-maximal effect; % is set by controls: 0 for no effect and ±100 for the full control effect
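Cytotoxicity counterscreen: CellTiter-Fluor fluorescence was measured in A549 ARE_Fluc cells after 18-24 h of compound exposure in a concentration series. The subsequent BugLite luminescent read reports ARE-luciferase activity.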
ATXN2 expr inh: ATXN2 expression inhibition; Potency, µM (top dose mostly 57 µM), inactives show at the top dose activity change, negative = inhibition, actives largely listed as inhibitors; 0.72% of 360,000 active; HEK-293 ATXN2-luciferase reporter, luminescence, 24 h; AID 1745845; note: potency is the fitted concentration of half-maximal effect; % is set by controls: 0 for no effect and ±100 for the full control effect; nearly all actives have a fitted effect of over 55% in size
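qHTS (up to 57 uM final) was run with 24 h compound exposure of reporter cells at 37 °C. Each well was multiplexed: SteadyGlo luminescence measured ATXN2-luciferase expression after a fluorogenic Gly-Phe-AFC viability readout (25 uM final).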
* = called active by the depositor; & = joins results of further samples; [ ] = another dose, or the depositor's remark. Unless noted, calls come from the whole dose curve; as a rule, active = well fitted curve in the direction sought with a large enough effect; inconclusive = small, poorly fitted or top-dose-only effect, or another doubt; inactive = no such curve, though single readings can be large; an effect the other way counts as inactive or inconclusive.

`C=CC[C@@H](CC(=O)N(CCO)Cc1ccccc1)C(=O)N[C@H](COC(=O)[C@@H](CC=C)CC(=O)OC(C)(C)C)Cc1ccccc1` gave EPAC2 agonist -13%, ATXN viability inconclusive, TGFb inhibitor inconclusive, IL2 activator -0.8, Nrf2 activator -1.8%, Nrf2 block 2%, HepG2 tox -33%, A549 viability -5% and ATXN2 expr inh inconclusive.
Screening CCOC(=O)c1c(NC(=O)CN2C(=O)C(=O)N(CC(C)C)C2=O)sc(C)c1CC returned EPAC2 agonist -12%, ATXN viability inactive, TGFb inhibitor -2%, IL2 activator -1.2, Nrf2 activator -0.9%, Nrf2 block -18%, HepG2 tox -12%, A549 viability 0% and ATXN2 expr inh -6%.
`CC1CCCCN1CCn1cnc2c([nH]c3ccccc32)c1=O` (stereo not given) gave EPAC2 agonist 5%, ATXN viability inactive, TGFb inhibitor -5%, IL2 activator -1.2, Nrf2 activator 0.2%, Nrf2 block -21%, HepG2 tox -31%, A549 viability -2% and ATXN2 expr inh 2%.
For CCN(CC)C(=O)CSc1nc(-c2ccccc2)cc(-c2ccc(OC)cc2)c1C#N the results were ATXN viability inactive, TGFb inhibitor 1%, Nrf2 activator 0.4%, Nrf2 block 3%, HepG2 tox -1%, A549 viability -4% and ATXN2 expr inh 8%.
Screening COc1ccc(-n2cc(-c3ccccc3)c3c(NCc4cccc(Cl)c4)ncnc32)cc1 returned TGFb inhibitor -24%, Nrf2 activator 2.2%, HepG2 tox -26% and A549 viability 5%.
Screening CCCCCNC(=O)c1cc2c(=O)n3ccccc3nc2n1C returned TGFb inhibitor inconclusive, Nrf2 activator 4.4%, Nrf2 block 18µM*, HepG2 tox 0% and A549 viability -3%.
For COc1ccc(CC(=O)Nc2nc(OCCN3CCCC3=O)cnc2-c2cccc(C(F)(F)F)c2)cc1 the results were EPAC2 agonist 8%, ATXN viability inactive, TGFb inhibitor -4%, IL2 activator -0.5, Nrf2 activator 0.5%[9.22 µM], HepG2 tox 0% and ATXN2 expr inh -7%.
Screening O=C(Nc1ccccc1)c1nccn1Cc1ccc(F)cc1 returned EPAC2 agonist 21%, ATXN viability inactive, TGFb inhibitor 4%, IL2 activator -0.6, Nrf2 activator 7.3%, Nrf2 block 1%, HepG2 tox -3% and A549 viability 7%.
`Cc1ccccc1OCC(=O)OCC(=O)NCc1cccs1` gave EPAC2 agonist 0%, ATXN viability inactive, TGFb inhibitor -17%, IL2 activator -1.5, Nrf2 activator 0.2%, Nrf2 block -1%, HepG2 tox 10%, A549 viability 1% and ATXN2 expr inh -14%.
O=C(NCc1ccccc1)c1cc(C2CCCN(C(=O)CCc3ccccc3)C2)on1 (stereo not given) was read as EPAC2 agonist 17%, ATXN viability inactive, TGFb inhibitor -18%, IL2 activator -0.9, Nrf2 activator 0.6%, HepG2 tox -16% and ATXN2 expr inh 0%.
For CN(C)Cc1c(C(=O)N/N=C/c2cccc(OCc3ccccc3)c2)nnn1-c1nonc1N the results were EPAC2 agonist 0%, ATXN viability inactive, TGFb inhibitor -19%, IL2 activator -2.1, Nrf2 activator 0.1%, Nrf2 block inconclusive, HepG2 tox -21%, A549 viability -3% and ATXN2 expr inh -14%.
For Nc1ncnc2c1ncn2C1CCCC(CO)O1 (stereo not given) the results were EPAC2 agonist 12%, ATXN viability inactive, TGFb inhibitor 8%, IL2 activator 0.6, Nrf2 activator 0.2%, Nrf2 block 0%, HepG2 tox 10%, A549 viability 1% and ATXN2 expr inh -1%.
For S=C(NCCc1ccccc1)N1CCC2CC1c1c(Cl)cccc12 (stereo not given) the results were EPAC2 agonist 19%, ATXN viability inactive, TGFb inhibitor -23%, IL2 activator -4.0, Nrf2 activator -0.9%, HepG2 tox -15% and ATXN2 expr inh -18%.
For CN1/C(=C/C(=S)NC(=O)C2CCC2)C(C)(C)c2ccccc21 the results were EPAC2 agonist 4%, ATXN viability inactive, TGFb inhibitor 8%, IL2 activator 2.1, Nrf2 activator -0.1%, Nrf2 block -14%, HepG2 tox 21%, A549 viability -18% and ATXN2 expr inh 8%.
Screening CCCCCn1c(C(C)NC(=O)CCC)nc2ccccc21 (stereo not given) returned EPAC2 agonist -3%, ATXN viability inactive, TGFb inhibitor 0%, IL2 activator -2.2, Nrf2 activator -0.5%, Nrf2 block -4%, HepG2 tox -10%, A549 viability 1% and ATXN2 expr inh -8%.
For Cc1ccc(OCC(=O)NNC(=O)c2ccco2)c(C)c1 the results were EPAC2 agonist 11%, ATXN viability inactive, TGFb inhibitor 25%, IL2 activator -2.8, Nrf2 activator -0.3%, Nrf2 block 5%, HepG2 tox 5%, A549 viability 5% and ATXN2 expr inh 47%[activator].
`COc1ccc(NS(=O)(=O)c2ccc(NC(C)=O)cc2)cc1OC` gave EPAC2 agonist 0%, ATXN viability inactive, TGFb inhibitor -11%, IL2 activator -0.2, Nrf2 activator 0.0%, Nrf2 block inconclusive, HepG2 tox 4%, A549 viability -17% and ATXN2 expr inh -5%.
COc1cc2nc(CN3C(=O)c4ccccc4C3=O)oc(=O)c2cc1OC was read as EPAC2 agonist -85%[inhibitor][15.6 µM], ATXN viability inactive, TGFb inhibitor 12%, IL2 activator -1.0, Nrf2 activator -1.4%, Nrf2 block 2%, HepG2 tox 5%, A549 viability 1% and ATXN2 expr inh -1%.
CCCn1c(N)c(N(CCOC)C(=O)CSc2cc(C)c3ccccc3n2)c(=O)[nH]c1=O was read as EPAC2 agonist 6%, ATXN viability inactive, TGFb inhibitor 3%, IL2 activator 2.5, Nrf2 activator 0.0%, Nrf2 block 6%, HepG2 tox 19%, A549 viability -7% and ATXN2 expr inh 4%.
`O=C(Nc1cccc(Cl)c1)Nc1nnc(CC2=CCCCC2)s1` gave EPAC2 agonist 0%, ATXN viability inactive, TGFb inhibitor -19%, IL2 activator -0.6, Nrf2 activator 0.5%, Nrf2 block inconclusive, HepG2 tox -15%, A549 viability inconclusive and ATXN2 expr inh -22%.
For C=C[C@@H]1c2c(F)cccc2N(S(=O)(=O)c2ccc(C)cc2)[C@H](c2ccc(C(=O)OC)cc2)C1(C#N)C#N the results were EPAC2 agonist 1%, ATXN viability inactive, TGFb inhibitor inconclusive, IL2 activator -0.2, Nrf2 activator 1.3%, Nrf2 block -21%, HepG2 tox -19%&16%, A549 viability -8% and ATXN2 expr inh -13%.
`O=C(CSc1ccc2nnc(-c3ccccn3)n2n1)Nc1ccc2c(c1)OCO2` gave EPAC2 agonist 8%, ATXN viability inactive, TGFb inhibitor -14%, IL2 activator -2.8, Nrf2 activator 0.2%, Nrf2 block -12%, HepG2 tox -2%, A549 viability -9% and ATXN2 expr inh 1%.
COc1ccccc1CNS(=O)(=O)c1cc2c3c(c1)CCC(=O)N3CCC2 was read as EPAC2 agonist 11%, ATXN viability inactive, TGFb inhibitor 6%, IL2 activator -3.6, Nrf2 activator 0.3%, Nrf2 block -17%, HepG2 tox -10%, A549 viability 0% and ATXN2 expr inh -4%.
For CC(=O)c1ccc(N2CCN(S(=O)(=O)c3cn(C)cn3)CC2)cc1 the results were EPAC2 agonist 4%, ATXN viability inactive, TGFb inhibitor 6%, IL2 activator -2.2, Nrf2 activator 0.2%, Nrf2 block 13%, HepG2 tox -37%, A549 viability 2% and ATXN2 expr inh 6%.
`Cc1cccc(-c2noc(Cc3ccccc3)n2)c1` gave EPAC2 agonist 20%, ATXN viability inactive, TGFb inhibitor -3%, IL2 activator 0.1, Nrf2 activator 1.6%, Nrf2 block inconclusive, HepG2 tox 11%, A549 viability 19% and ATXN2 expr inh 65%[activator].
For CCc1sc(Nc2cccc(Cl)c2C)nc1-c1cc2cccc(OC)c2oc1=O the results were ATXN viability inactive, TGFb inhibitor -12%, Nrf2 activator 0.5%, HepG2 tox -1%, A549 viability -13% and ATXN2 expr inh 15%.
Cc1ccc(Nc2c(-c3ccccn3)nc3cccc(C)n23)cc1 was read as EPAC2 agonist -1%, ATXN viability inconclusive, TGFb inhibitor inconclusive, IL2 activator -2.9, Nrf2 activator 2.9%, Nrf2 block 6.5µM*, HepG2 tox -36%, A549 viability inconclusive and ATXN2 expr inh 6.3µM*.
Screening COc1cc(C(=O)NCC(=O)N/N=C(/C)c2cccs2)cc(OC)c1OC returned EPAC2 agonist 12%, ATXN viability inactive, TGFb inhibitor 0%, IL2 activator -2.5, Nrf2 activator 0.4%, Nrf2 block 8%, HepG2 tox 5%, A549 viability 5% and ATXN2 expr inh 16%.
CCN1CCN(C(=O)c2cc(COc3ccc(C(C)=O)cc3OC)on2)CC1 was read as EPAC2 agonist 2%, ATXN viability inactive, TGFb inhibitor 0%, IL2 activator -1.7, Nrf2 activator 4.7%, Nrf2 block inconclusive, HepG2 tox -19%, A549 viability -2% and ATXN2 expr inh 89%[activator].
Screening CC(=O)N/C(=C\c1ccccc1)C(=O)OCC(=O)Nc1ccc(C)c(S(=O)(=O)N(C)C)c1 returned EPAC2 agonist 10%, ATXN viability inactive, TGFb inhibitor inconclusive, IL2 activator 0.7, Nrf2 activator -0.6%, Nrf2 block 6%, HepG2 tox 0%, A549 viability -1% and ATXN2 expr inh 5%.

2 records picked at random from those above, as already listed:
For Nc1ncnc2c1ncn2C1CCCC(CO)O1 (stereo not given) the results were EPAC2 agonist 12%, ATXN viability inactive, TGFb inhibitor 8%, IL2 activator 0.6, Nrf2 activator 0.2%, Nrf2 block 0%, HepG2 tox 10%, A549 viability 1% and ATXN2 expr inh -1%.
For COc1ccc(CC(=O)Nc2nc(OCCN3CCCC3=O)cnc2-c2cccc(C(F)(F)F)c2)cc1 the results were EPAC2 agonist 8%, ATXN viability inactive, TGFb inhibitor -4%, IL2 activator -0.5, Nrf2 activator 0.5%[9.22 µM], HepG2 tox 0% and ATXN2 expr inh -7%.

From PubChem
